# Screening results: PubChem BioAssay, several laboratories
# MrgX1 PAM: human MrgX1 positive allosteric modulation, primary screen | MrgX1-HEK293, Fluo-4 calcium flux, FDSS; hits give high values | B-score at 10 µM | hit rate 0.63% among 310,000 | AID 588675;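 active means plate-corrected calcium response at least 3 library SD above typical, normal starting fluorescence, not activating the receptor alone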;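 further: compound read alongside a low EC10 to EC30 dose of BAM8-22 agonist; peak minus trough fluorescence over baseline measured at the second addition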
# Target sequence (Q96LB2 whole entry, looked up): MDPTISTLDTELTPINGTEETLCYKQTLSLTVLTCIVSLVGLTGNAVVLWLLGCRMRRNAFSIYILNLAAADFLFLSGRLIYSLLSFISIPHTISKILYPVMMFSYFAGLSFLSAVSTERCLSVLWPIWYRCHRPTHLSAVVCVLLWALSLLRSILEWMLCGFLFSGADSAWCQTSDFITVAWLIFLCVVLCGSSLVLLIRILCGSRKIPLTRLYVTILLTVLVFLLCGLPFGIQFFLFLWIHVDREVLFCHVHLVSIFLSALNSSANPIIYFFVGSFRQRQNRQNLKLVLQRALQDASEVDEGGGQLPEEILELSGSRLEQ
# AI-2 QS modul: Vibrio harveyi AI-2 quorum sensing modulation; hit rate 0.4% among 300,000; activity change, % at 7.5 µM; Vibrio harveyi JMH597 AI-2 luminescence/OD600 ratio, 9 h; hits give low values; strain lacks LuxN and CqsS sensors; 0 = neutral-control median; AID 2094; in the data active means activity change below about -75%, passing the limit was not always enough;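 further: luminescence divided by OD600 gain over 9 h not by final OD600 alone; inactives centre near 13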
# MrgX1 ag: activates human MrgX1 receptor signaling; AID 588627; B-score at 10 µM; Q96LB2; MrgX1-HEK293 cells, Fluo-4 calcium fluorescence, agonist mode; hits give high values; hit rate 0.44% among 310,000;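 active means calcium response B-score plate-corrected fluorescence ratio at least 3 library SD, with starting fluorescence B-score inside 5 SD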
#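 Material: HEK293 cells stably expressing human MrgX1 receptor | Quantity: 15,000 cells per well | Times: Cells plated overnight, dye loaded 0.5 h 37 °C, 0.5 h room temperature | Measured by: Kinetic Fluo-4 NW fluorescence of intracellular calcium | Control set: Positive and negative controls per plate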
# MrgX1 antag: antagonists of human MrgX1 receptor | Q96LB2 | MRGX1-HEK293 calcium flux, Fluo-4, BAM8-22 antagonism; hits give low values | B-score at 10 µM | hit rate 1.3% among 310,000 | AID 588676;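 active means calcium-response B-score plate-corrected more than 3 library SD below zero, starting fluorescence within 5 deviations, no agonist response on first addition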;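 further: peak minus trough fluorescence over baseline after final BAM8-22 challenge near maximal dose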
# * = called active by the depositor; i = inactive; . = no result given; & = joins results of further samples.
SMILES,MrgX1 PAM,AI-2 QS modul,MrgX1 ag,MrgX1 antag
COC(=O)c1ccccc1NC(=O)C(C)Oc1ccccc1 (stereo unspecified),i,.,i,i
COc1ccc(NC(=O)c2cc(-c3ccc(C)o3)nc3ccccc23)cc1OC,i,.,i,i
CCOC(=O)c1ccccc1NC(=O)c1cccs1,i,.,i,i
COc1ccc(NC(=O)c2cc3n(n2)C(C(F)(F)F)CC(c2ccc4c(c2)OCO4)N3)cc1OC (stereo unspecified),i,.,i,i
CC(C(=O)O)C(=O)O,i,.,i,i
N#Cc1cc2nc(O)c(O)nc2cc1[N+](=O)[O-],i,.,i,i
C#CCOCCOCCOCCNc1nc(N2CCN(C(=O)CCCCCCCCCCNC(=O)Cn3cc(CCCCCN)nn3)CC2)nc(N2CCN(C(=O)CCCCCCCCCCNC(=O)Cn3cc(C[C@@H](C)O)nn3)CC2)n1,i,.,i,-8.3*
Cc1c(C#N)c2ncnc(N)c2n1-c1ccccc1,i,.,i,i
CN(CCNC(=O)C1(O)c2ccccc2NC(=O)N1c1ccccc1)Cc1ccccc1 (stereo unspecified),i,.,i,i
CCc1ccc([C@@H]2CC=C(C(=O)O)[C@H](c3ccccc3)N2S(=O)(=O)c2ccc(C)cc2)cc1,i,.,i,i
c1ccn(-c2ncnc3sc4c(c23)CCCC4)c1,i,.,i,i
COC(=O)c1cccc(NC(=O)CSc2ncn[nH]2)c1,i,.,i,i
NS(=O)(=O)c1ccc(NC(=O)CSc2nnc(COc3ccccc3Cl)n2C2CC2)cc1,i,.,i,i
Cc1c[nH]c2ccccc12,i,.,i,i
CCOC(=O)C(C)Sc1nnc(NC(=O)c2ccc(C)c([N+](=O)[O-])c2)s1 (stereo unspecified),i,.,i,i
COc1ccccc1N1CCN(C(=O)C(NS(=O)(=O)c2cccs2)c2ccccc2)CC1 (stereo unspecified),i,.,i,i
O=C(CC1NCCNC1=O)Nc1ccc2c(c1)OCCO2 (stereo unspecified),i,.,i,i
O=C(O)C1C2C=CC(C2)C1C(=O)Nc1ccc(C(=O)N2CCCCC2)cc1 (stereo unspecified),i,.,i,i
CN(C(=O)CCN1C(=O)C(C)(C)Nc2ccccc21)c1ccccc1,i,.,i,i
NCCCC[C@@H]1NC(=O)[C@H](CCC(=O)O)NC(=O)c2cc([N+](=O)[O-])cc(I)c2OCC[C@@H](C(N)=O)NC1=O,i,.,i,i
Cc1ccc(/C(C#N)=C\c2cn(C)c3ccccc23)cc1,i,.,i,i
C#CCOCCOCCOCCNc1nc(N2CCN(C(=O)CCCCCCCCCCNC(=O)[C@H](CCCCN)n3cc(CCO)nn3)CC2)nc(N2CCN(C(=O)CCCCCCCCCCNC(=O)[C@H](CCCCN)n3cc(CCCC(=O)O)nn3)CC2)n1,i,.,i,i
c1coc(CNc2ncnc3c2oc2ccccc23)c1,i,.,i,i
C/C(=N\NC(=O)c1ccccc1)c1cc2cc([N+](=O)[O-])ccc2oc1=O,i,.,i,i
C#CCOCCOCCOCCNc1nc(N2CCN(C(=O)[C@H](CCCCN)n3cc(CCCC)nn3)CC2)nc(N2CCN(C(=O)[C@H](CCCCN)n3cc(CCC(=O)O)nn3)CC2)n1,i,.,i,i

# Other structures:
SMILES,MrgX1 PAM,AI-2 QS modul,MrgX1 ag,MrgX1 antag
Cc1ccc(S(=O)(=O)N2CCC(=O)N(CCOC(=O)NCc3ccccc3)CC2)cc1,i,.,i,i
Cc1ccc(Cl)cc1N1CCN(C(=O)C2CCN(S(=O)(=O)c3cnc[nH]3)CC2)CC1,i,.,i,i
CCN(c1ccccc1)S(=O)(=O)c1ccc(F)cc1C,i,.,i,i
CSc1nc2ccc(Nc3nc(N4CCOCC4)nc(N4CCOCC4)n3)cc2s1,i,.,i,i
CCCC(=O)N(c1ccc2oc(=O)sc2c1)S(=O)(=O)c1cccs1,i,.,i,i
OCC[C@H]1C[C@@H](O)[C@H](O)[C@@]2(CCc3ccccc3O2)O1,i,.,i,i
COc1ccc([C@@H]2CC=C(C(=O)O)[C@H](c3ccc(F)cc3)N2S(=O)(=O)c2ccc(Cl)cc2)cc1,i,.,i,i
CN(CCc1ccccn1)c1ncnc2[nH]ncc12,i,.,i,i
CCCC(O)(CCC)C(=O)NN(C(=O)OC)c1ccccc1,i,.,i,i
O=C1NC(c2ccco2)Nc2sc3c(c21)CCN(Cc1ccccc1)C3 (stereo unspecified),i,.,30*,i
O=C(NNC(=O)c1cccs1)c1ccc(Br)o1,i,.,i,i
Cc1nc2cc(NC(=O)N3c4ccccc4CC3C)ccc2n1C (stereo unspecified),i,.,i,i
Cc1cccc(CCN2CCN=C2N(C)C)c1,i,.,i,i
CCSc1ccccc1C(=O)n1nnc2ccccc21,i,.,i,i
O=C(CN1CCN(CCC(=O)Nc2ccccc2F)CC1)Nc1ccc(F)cc1,i,.,i,i
O=C(Nc1ccc(Cl)c(Cl)c1)C1CCCCC1,i,.,i,i
Cn1c(=O)[nH]c(=O)c2c1nc(SCCN1CCCCC1)n2CCCc1ccccc1,i,.,i,i
C[C@H]1CN=C(N(C)C)N1CCc1cccc(F)c1,i,.,i,i
C#CCOCCOCCOCCNc1nc(N2CCN(C(=O)CCCCCCCCCCNC(=O)[C@H]([C@@H](C)CC)n3cc(CCCCN=C(N)N)nn3)CC2)nc(N2CCN(C(=O)CCCCCCCCCCNC(=O)[C@H](CO)n3cc(CCCSC)nn3)CC2)n1,i,.,i,i
CCc1nc(SCc2ccc(F)cc2)[nH]c(=O)c1C#N,i,.,i,i
O=C(NC1CCCCC1)C(c1ccco1)N(Cc1cccs1)C(=O)Cn1nnc2ccccc21 (stereo unspecified),i,.,i,i
O=C(COC(=O)c1n[nH]c2ccccc12)Nc1ccc(S(=O)(=O)N2CCCC2)cc1,i,.,i,i
CO[C@@H]1[C@@H](OC(N)=O)[C@@H](O)C(Oc2ccc3c(O)c(NC(=O)c4ccc(O)c(CC=C(C)C)c4)c(=O)oc3c2C)OC1(C)C (stereo partly specified),i,.,i,i
CCOc1ccc(NC(=O)C(c2ccccn2)N(C(=O)CCl)c2ccc(OCC)cc2)cc1 (stereo unspecified),i,.,i,i
CC(C)Oc1ccc(-c2nn(-c3ccccc3)cc2/C=c2\sc3ncnn3c2=O)cc1,i,.,47*,i

# Rewritten with values under each structure: entries from further up
# Values run as follows: MrgX1 PAM, AI-2 QS modul, MrgX1 ag, MrgX1 antag
- Cc1ccc(Cl)cc1N1CCN(C(=O)C2CCN(S(=O)(=O)c3cnc[nH]3)CC2)CC1
    i, ., i, i
- CCN(c1ccccc1)S(=O)(=O)c1ccc(F)cc1C
    i, ., i, i

# Results in MrgX1 PAM and MrgX1 ag, for some of the entries so far:
SMILES | MrgX1 PAM | MrgX1 ag
CCCC(=O)N(c1ccc2oc(=O)sc2c1)S(=O)(=O)c1cccs1 | i | i
OCC[C@H]1C[C@@H](O)[C@H](O)[C@@]2(CCc3ccccc3O2)O1 | i | i
COc1ccc([C@@H]2CC=C(C(=O)O)[C@H](c3ccc(F)cc3)N2S(=O)(=O)c2ccc(Cl)cc2)cc1 | i | i
CN(CCc1ccccn1)c1ncnc2[nH]ncc12 | i | i
CCCC(O)(CCC)C(=O)NN(C(=O)OC)c1ccccc1 | i | i

# Among those listed so far, these have two or more sulfur atoms.
SMILES,MrgX1 PAM,AI-2 QS modul,MrgX1 ag,MrgX1 antag
NS(=O)(=O)c1ccc(NC(=O)CSc2nnc(COc3ccccc3Cl)n2C2CC2)cc1,i,.,i,i
CCOC(=O)C(C)Sc1nnc(NC(=O)c2ccc(C)c([N+](=O)[O-])c2)s1 (stereo unspecified),i,.,i,i
COc1ccccc1N1CCN(C(=O)C(NS(=O)(=O)c2cccs2)c2ccccc2)CC1 (stereo unspecified),i,.,i,i
CSc1nc2ccc(Nc3nc(N4CCOCC4)nc(N4CCOCC4)n3)cc2s1,i,.,i,i
CCCC(=O)N(c1ccc2oc(=O)sc2c1)S(=O)(=O)c1cccs1,i,.,i,i

# Continued.
SMILES,MrgX1 PAM,AI-2 QS modul,MrgX1 ag,MrgX1 antag
CC(C)N=C(N)N=C(N)Nc1ccc(Cl)cc1,i,.,i,i
CCOC(=O)[C@H]1[C@H]2COc3ccc(Cl)cc3[C@@H]2N2C(=O)c3cc(C)ccc3NC(=O)[C@@]12C,i,.,i,i
CCn1c(CSc2nnc(-c3cccnc3)n2-c2ccccc2C)nc2cc(C(=O)O)ccc21,i,.,i,i
COc1ccc(C(=O)N2CCCC(c3ccccc3)C2)cc1 (stereo unspecified),i,.,i,i
CCCN1C(=O)C2(/C(=C(\O)c3ccc4c(c3)OCCO4)C(=O)C(=O)N2CCCOC)c2ccccc21 (stereo unspecified),i,.,i,i
CC1(C)O[C@@H]2C[C@H]3[C@@H]4C[C@H](F)C5=CC(=O)CC[C@]5(C)[C@H]4[C@@H](O)C[C@]3(C)[C@]2(C(=O)CO)O1,i,19,i,i
COC(=O)c1cc(-c2c(C)oc3cc(OC)ccc3c2=O)c(C)o1,i,4,i,i
CC(C)(C)OC(=O)COc1cc(OCC(=O)OC(C)(C)C)c2c(=O)cc(-c3ccccc3)oc2c1,i,8,i,i
O=C(O)CCCNc1ccc(S(=O)(=O)Nc2ccccc2C(=O)O)cc1C(=O)O,i,16,i,i
CCOc1ccc(C(=O)N2CCCC2C(=O)O)cc1 (stereo unspecified),i,21,i,i
CCN(CC)CC(=O)Nc1c(C)cccc1C,i,13&19,i,i

# Some of the compounds tested; rates above refer to the full screens.
